KCNQ1 block: human KCNQ1 channel inhibition; AID 2642; B-score at 10 µM; CHO-K1 KCNQ1, FluxOR thallium flux fluorescence; active compounds read high; P51787; 310,000 compounds, 1.3% hits;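 active means compounds whose thallium flux B-score, printed positive for inhibition, exceeds three library SD while starting fluorescence stays within three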;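 further: channel opened by potassium depolarization with thallium stimulus after 20 min compound exposure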
KCNK3 block: human KCNK3 channel inhibition, primary screen; CHO-KCNK3 thallium flux, FluxOR fluorescence; active compounds read low; 340,000 compounds, 0.84% hits; B-score at 10 µM; O14649;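 active means B-score under library mean minus 4 SD, starting fluorescence ratio at most library mean plus 5 SD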;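 further: more negative B-score means stronger inhibition of thallium flux through KCNK3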
MrgX1 PAM: allosterically activates human MrgX1 receptor signaling. Q96LB2. MrgX1-HEK293, Fluo-4 calcium flux, FDSS; active compounds read high. B-score at 10 µM. 310,000 compounds, 0.63% hits. AID 588675;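 active means plate-corrected calcium response at least 3 library SD above typical, normal starting fluorescence, not activating the receptor alone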;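 further: compound read alongside a low EC10 to EC30 dose of BAM8-22 agonist; peak minus trough fluorescence over baseline measured at the second addition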
RGS4 block: human RGS4 inhibition; P49798; HEK293 M3R/RGS4 inducible, Fluo-4 calcium flux; active compounds read high; triggered by carbachol at its EC20; B-score at 10 µM; 310,000 compounds, 0.45% hits; AID 463165;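 active means B-score, a plate-corrected calcium signal, over three deviations above library mean, with baseline fluorescence within five deviations of library mean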;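 further: RGS4 expression induced by doxycycline in cells with stable M3 receptor; B-score is computed from the integrated fluorescence ratio over baseline after carbachol; higher B-score means a larger calcium signal and so more RGS4 inhibition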
RGS4 act: RGS4 potentiation or activation. AID 463111. 310,000 compounds, 0.92% hits. B-score at 10 µM. HEK293 M3R/inducible RGS4, carbachol calcium flux Fluo4; active compounds read low;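 active means B-score of the integrated calcium signal more than 4 SD below the library mean, with starting fluorescence not abnormally high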;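 further: negative B-score means reduced calcium response which marks RGS4 activation or potentiation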
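Assay system: Inducible-RGS4 HEK293 cells carrying M3 receptor | Schedule: Compound preincubation 20 min at room temperature before agonist | Signal: Kinetic calcium fluorescence imaging with Fluo4-AM dye, 2 µM | Read-out basis: B score from integrated fluorescence ratio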
hERG rescue: compounds protecting human hERG from proarrhythmic drug block; 310,000 compounds, 0.51% hits; AID 1511; CHO-hERG, FluxOR thallium flux, dofetilide IC70 present; activation (rescue from dofetilide block), less the hit threshold, % at 10 µM;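 active means activation above the mean of controls blocked by dofetilide plus 5 SD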;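 further: thallium influx through hERG after potassium depolarization seen as dye fluorescence rise; in these data hits start at about 4.7%; inactives centre near -7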
ANO1 activ: mouse TMEM16A channel activation, primary screen; Q8BHY3; HEK293 TMEM16A/YFP-H148Q/I152L, iodide quench fluorescence; active compounds read low; B-score at 10 µM; 340,000 compounds, 0.3% hits;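 active means fluorescence-ratio B-score plate-corrected deviation score at least 3 library SD below zero, with starting fluorescence score within 5 deviations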;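 further: channel opened by trigger with iodide after compound preincubation; score built on the fluorescence ratio of max minus min over baseline; more negative score means more quench and so TMEM16A activation or potentiation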
Target sequence (Q8BHY3 whole entry, looked up): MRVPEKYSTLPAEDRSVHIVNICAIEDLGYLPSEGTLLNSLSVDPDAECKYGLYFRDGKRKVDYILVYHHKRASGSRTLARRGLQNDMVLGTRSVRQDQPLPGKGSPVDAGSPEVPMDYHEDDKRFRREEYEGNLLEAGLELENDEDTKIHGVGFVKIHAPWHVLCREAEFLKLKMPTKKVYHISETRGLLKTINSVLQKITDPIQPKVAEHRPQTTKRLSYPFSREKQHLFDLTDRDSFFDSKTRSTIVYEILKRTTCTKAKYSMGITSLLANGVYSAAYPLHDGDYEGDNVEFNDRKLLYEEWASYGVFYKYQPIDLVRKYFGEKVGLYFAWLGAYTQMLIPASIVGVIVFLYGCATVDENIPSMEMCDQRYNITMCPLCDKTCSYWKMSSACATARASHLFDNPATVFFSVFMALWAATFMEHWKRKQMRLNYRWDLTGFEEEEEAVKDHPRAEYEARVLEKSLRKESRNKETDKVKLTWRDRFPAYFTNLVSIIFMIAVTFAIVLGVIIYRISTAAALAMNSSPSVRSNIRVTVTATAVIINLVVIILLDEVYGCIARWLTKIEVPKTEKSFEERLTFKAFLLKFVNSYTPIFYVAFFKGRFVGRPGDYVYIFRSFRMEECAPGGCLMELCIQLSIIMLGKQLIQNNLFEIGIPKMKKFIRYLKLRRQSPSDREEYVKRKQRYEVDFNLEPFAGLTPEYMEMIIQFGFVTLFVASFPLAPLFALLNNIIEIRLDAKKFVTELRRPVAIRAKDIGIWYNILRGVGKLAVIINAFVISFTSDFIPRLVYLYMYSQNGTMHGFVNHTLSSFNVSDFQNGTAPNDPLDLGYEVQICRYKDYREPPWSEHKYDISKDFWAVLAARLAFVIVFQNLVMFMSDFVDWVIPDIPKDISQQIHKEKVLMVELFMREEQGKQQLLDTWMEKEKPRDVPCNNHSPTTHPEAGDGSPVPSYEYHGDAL
KCNK9 inh: human KCNK9 channel inhibition; Q9NPC2; HEK293 KCNK9, FluxOR thallium flux fluorescence; active compounds read low; B-score at 10 µM; 310,000 compounds, 1.2% hits; AID 488922;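 active means ratio B-score over 3 SD below the library mean, with starting fluorescence within 5 SD of its mean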;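 further: negative B-score means less thallium flux so channel inhibition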
TMEM16A inh: blocks the mouse calcium-activated chloride channel TMEM16A | HEK293 TMEM16A/YFP iodide influx fluorescence, ionomycin | normalized B-score (activity score, 25-100; higher = stronger inhibition) at 10 µM | 310,000 compounds, 1.2% hits;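 active means ratio plate-corrected score three or more library SD toward inhibition, starting fluorescence score within five deviations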;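 further: score derived from kinetic fluorescence span divided by baseline fluorescence per well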
KCNQ1 act: potentiators or activators of human KCNQ1 potassium channel; CHO-K1 KCNQ1, thallium flux FluxOR fluorescence; active compounds read high; P51787; B-score at 10 µM; 310,000 compounds, 0.35% hits; AID 2648;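 active means fluorescence ratio B-score, a plate-corrected score, at least three library SD, with initial intensity B-score within 5 SD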
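Material: CHO-K1 cells stably expressing KCNQ1. Medium: assay buffer for compound exposure, DMSO matched across wells. Reagent: K+/Tl+ depolarizing stimulus. Compound dosing: single-concentration screen. Times: 37 °C overnight plating, 90-min dark dye load, 20-min compound pretreatment. Technique: FluxOR Tl+ flux fluorescence.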
MrgX1 ag: activates human MrgX1 receptor signaling | AID 588627 | 310,000 compounds, 0.44% hits | B-score at 10 µM | Q96LB2 | MrgX1-HEK293 cells, Fluo-4 calcium fluorescence, agonist mode; active compounds read high;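 active means calcium response B-score plate-corrected fluorescence ratio at least 3 library SD, with starting fluorescence B-score inside 5 SD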
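System: HEK293 cells stably expressing human MrgX1 receptor; Dosing: test compound in the initial addition of three; Schedule: overnight plating, then 30 min 37 °C plus 30 min room-temperature dye loading; Detection: kinetic calcium dye fluorescence, Fluo-4 NW; Controls: per-plate positive and negative controls for Z′ factor.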
* = called active by the depositor; i = inactive; / = no result given. Rows are unselected (roughly 6.3% active in at least one column).

# | smiles | MrgX1 ag | KCNQ1 block | RGS4 act | KCNK3 block | hERG rescue | RGS4 block | KCNQ1 act | MrgX1 PAM | KCNK9 inh | TMEM16A inh | ANO1 activ
1 | Cc1ccc(-c2nnn(CC(=O)N(c3cccc(O)c3)C(C(=O)NC(C)(C)C)c3cccs3)n2)o1 (centres undefined) | i | i | i | i | -2 | i | i | i | i | i | i
2 | CCCCn1c(CN2CCOCC2)nc2c1c(=O)n(C)c(=O)n2C | i | i | i | i | -12 | i | i | i | i | i | i
3 | Clc1ccc(/C=C/c2ncc[nH]2)c(Cl)c1 | i | i | i | i | -6 | i | i | i | i | i | i
4 | COc1ccc(CCNC(=O)C2CCN(c3nccc(C)n3)CC2)cc1 | i | i | i | i | -10 | i | i | i | i | i | i
5 | Oc1cccc(C2c3[nH]c4ccccc4c3CCN2Cc2ccoc2)c1 (centres undefined) | i | i | i | i | -14 | i | i | i | i | i | i
6 | COc1ccc(COC(=O)C2=C(C)NC(=O)NC2c2ccc(F)cc2)cc1 (centres undefined) | i | i | i | i | -3 | i | i | i | i | i | i
7 | CN(C)CC(C(=O)c1ccccc1)c1ccccc1 (centres undefined) | i | i | i | i | -4 | i | i | i | i | i | i
8 | COC(=O)c1ccc(OCC(O)CN2CCc3cc(OC)c(OC)cc3C2c2ccccc2)cc1 (centres undefined) | i | i | i | i | -6 | i | i | i | i | i | i
9 | Nc1cccc(-c2cc(-c3ccccc3)nc(-c3cccc(N)c3)n2)c1 | i | i | i | i | -7 | 5.8* | i | i | i | i | i
10 | Oc1cc(O)cc(/C=C/c2ccc(O)c(O)c2)c1 | i | / | / | i | / | / | / | i | / | i | i
11 | O=c1cc(-c2ccccc2Cl)oc2ccc([N+](=O)[O-])c(O)c12 | i | i | i | i | -6 | i | i | i | i | i | i
12 | O=C(NCCCN1CCOCC1)c1cc(-c2ccccc2)on1 | i | i | i | i | -6 | i | i | i | i | i | i
13 | N#CC1=C2SCN(c3ccccc3)CN2C(=O)CC1c1cccs1 (centres undefined) | i | i | i | i | -5 | i | i | i | i | i | i
14 | COC(=O)c1cn(NC(=O)c2cccc(N(C)C)c2)c(=O)c2ccccc12 | i | i | i | i | -10 | i | i | i | i | i | i
15 | Cc1csc(Nc2ccc(Cl)cc2)[n+]1-c1ccc(Cl)cc1 | i | i | i | i | -4 | i | i | i | i | i | i
16 | COCCNC(=O)c1onc(CSc2ccc(F)c(F)c2)c1C(=O)NCCOC | i | i | i | i | -2 | i | i | i | i | i | i
17 | O=C(c1cc(-c2ccccc2)on1)N1CCCC1 | i | i | i | i | 5.0* | i | i | i | i | i | i
18 | CC1(CC(=O)O)C(=O)N=C2C=CC=CN21 (centres undefined) | / | i | i | i | -6 | i | i | / | i | / | i
19 | CCOc1ccccc1-n1c(=S)sc2c(=O)n(-c3ccccc3)c(=S)[nH]c21 | i | i | i | i | -14 | i | i | i | i | i | i
20 | Cc1cc(C)nc(Nc2n[nH]c(-c3ccccc3Cl)n2)n1 | i | i | i | i | -11 | i | i | i | i | i | i
21 | CC1CCN(C(=O)c2ccc3c(=O)n4c(nc3c2)CCCCC4)CC1 | i | i | i | i | -4 | i | i | i | i | i | i
22 | CCCc1cc(=O)[nH]c2nnc(SCC(=O)NC3CCCCC3)n12 | i | i | i | i | -8 | i | i | i | i | i | i
23 | O=C(CCC1CCCC1)N1CCN(S(=O)(=O)Cc2ccccc2)CC1 | i | i | i | i | -13 | i | i | i | i | i | i
24 | Cc1nnc(SCC(=O)N2CC(=O)Nc3ccccc32)n1-c1ccccc1 | i | i | i | i | -4 | i | i | i | i | i | i
25 | COc1ccc(Cl)cc1N1C(=O)/C(=C\c2sccc2C)N=C1SCC(=O)NC1CC1 | i | i | i | i | -12 | i | i | i | i | i | i
26 | CN(C(=O)COC(=O)c1cccc(NS(=O)(=O)c2ccc(F)c(F)c2)c1)C1CCS(=O)(=O)C1 (centres undefined) | i | i | i | i | -8 | i | i | i | i | i | i
27 | NC(=O)c1ccccc1NC(=O)N1CCOCC1 | i | i | i | i | 2 | i | 9* | i | i | i | i
28 | COC(=O)c1cccc(CSC(=S)N2CCCC2)c1 | i | i | i | i | -1 | i | i | i | i | i | i
29 | Cc1ccc(SCC(=O)N/N=C/c2ccco2)cc1 | i | i | i | i | -6 | i | i | i | i | i | i
30 | CN(Cc1ccccc1)C(=O)C1CCN(S(C)(=O)=O)CC1 | i | i | i | i | -17 | i | i | i | i | i | i
31 | Cc1c(C)c2c(OCC(=O)NCc3cccnc3)cc3c(c2oc1=O)CCC(C)(C)O3 | i | i | i | i | -5 | i | i | i | i | i | i
32 | O=S(=O)(c1ccc(Br)cc1)c1cnc2ccccc2n1 | i | i | i | i | -4 | i | i | i | i | i | i
33 | Cc1ccccc1NC(=O)NC(N)=O | i | i | i | i | -7 | i | i | i | i | i | i
34 | Cc1ccc(C(=O)O)cc1N1CCCC1=O | i | i | i | i | -7 | i | i | i | i | i | i
35 | CCC(O)CNc1nc(SC)nc2sc3c(c12)CCN(C)C3 (centres undefined) | i | i | -7.2* | i | -18 | i | i | i | i | i | i
36 | C=CCn1nc2ccccc2c1OCCO | i | i | i | i | 2 | i | i | i | i | i | i
37 | CO/C=C\C=C/c1nnn(-c2ccc(Cl)cc2)n1 | i | i | i | i | -12 | 7.5* | i | i | i | i | i
38 | COC(=O)[C@@H]1C[C@@]2(O)[C@@H](O)[C@@H](O)[C@@H](O)C[C@H]2N1CC1CCCCC1 | i | i | i | i | -3 | i | i | i | i | i | i
39 | Cc1ccc(N/N=C/c2c(C)c(C#N)c(=O)n(C)c2O)cc1C | / | i | i | i | -3 | i | i | / | i | / | i
40 | CCOc1ccccc1N(CC(=O)Nc1ccccc1C(=O)N1CCOCC1)S(C)(=O)=O | i | i | i | i | -4 | i | i | i | i | i | i
41 | COc1cc(CN2CCC(Oc3cc(C(=O)NC4CC4)ccc3OC)CC2)cc(OC)c1 | i | i | i | i | -4 | i | i | i | i | i | i
42 | CCN1CCN(c2cc(C)c3cc(NC(=O)CCC(=O)Nc4ccc(OC)c(OC)c4)ccc3n2)CC1 | i | i | i | i | 0 | i | i | i | i | i | i
43 | O=C(COc1ccccc1[N+](=O)[O-])Nc1ccc2c(c1)OCO2 | i | i | i | i | -5 | i | i | i | i | i | i
44 | Cc1ccc(OCC(=O)NC(=S)Nc2cccc(NC(=O)c3ccccc3Cl)c2)cc1 | i | i | i | i | -12 | i | i | i | i | i | i
45 | O=C(CCN1CCOCC1)Nc1cccc(Br)c1 | i | i | i | i | -10 | i | i | i | i | i | i
46 | CCOC(=O)c1cc(-c2cccnc2)nn1-c1ccccn1 | i | i | i | i | -2 | i | i | i | i | i | i
47 | Cc1[nH]c2ccc(F)cc2c1CCN(Cc1cccnc1)C(=S)Nc1cccc(F)c1 | i | i | i | i | -6 | i | i | i | -9.1* | i | i
48 | COc1ccccc1-c1cc(C(=O)N2CCCCC2)no1 | i | i | i | i | -5 | i | i | i | i | i | i
49 | COc1ccccc1NC(=O)CSc1nnc(CNC(=O)c2ccco2)o1 | i | i | i | i | -5 | i | i | i | i | i | i
50 | COc1cc(/C=C(\C#N)C(=O)NCC2CCCO2)ccc1OCCC(C)C (centres undefined) | i | i | i | i | -12 | i | i | i | i | i | i
51 | S=C(Nc1ccccc1)Nc1ccc2cn[nH]c2c1 | i | i | i | i | -10 | i | i | i | i | i | i
52 | O=C(Nc1nc2ccc(Cl)cc2s1)c1cccc(N2C(=O)CCC2=O)c1 | i | i | i | i | -3 | i | i | i | i | i | i
53 | COc1cccc(-c2nc(CS(=O)(=O)CC(=O)NCCCN3C(C)CCCC3C)c(C)o2)c1 (centres undefined) | i | i | i | i | -4 | i | i | i | i | i | i
54 | CC(C)(C)c1ccc(O)c(N=Cc2cc3c(cc2[N+](=O)[O-])OCO3)c1 | i | i | i | i | -6 | i | i | i | i | i | i
55 | CCCCNC(=O)c1c(CSc2ccc(Cl)cc2)noc1C(=O)NCc1ccccc1 | i | i | i | i | -13 | i | i | i | i | i | i
56 | CCCC(=NC(C)CC)C1=C(O)CC(c2ccccc2)CC1=O (centres undefined) | i | i | i | i | -11 | i | i | i | i | i | i
57 | O=C(COc1ccc(Br)cc1CO)Nc1ccccc1F | i | i | i | i | -3 | i | i | i | i | i | i
58 | Cc1ccc(C)c(-n2c(-c3ccco3)n[nH]c2=S)c1 | i | i | i | i | -5 | i | i | i | i | i | i
59 | Nc1ccc2nc3c(=O)n(CCc4ccccc4)c(=O)[nH]c3nc2c1 | i | 8* | i | i | -26 | i | i | i | i | i | -6.6*
60 | COc1cc(/C=N/NC(=O)Cn2nnc3ccccc32)ccc1O | i | i | i | i | -6 | i | i | i | i | i | i

Later entries.
# | smiles | MrgX1 ag | KCNQ1 block | RGS4 act | KCNK3 block | hERG rescue | RGS4 block | KCNQ1 act | MrgX1 PAM | KCNK9 inh | TMEM16A inh | ANO1 activ
61 | O=C(NCCCn1ccnc1)/C(=C\c1cccnc1)NC(=O)c1ccco1 | i | i | i | i | -9 | i | i | i | i | i | i
62 | CCOc1ccc(/C=N/NC(=O)c2[nH]c3ccc(C)cc3c2C)cc1 | i | i | i | i | -5 | i | i | i | i | i | i
63 | COc1cc(C(=S)N2CCOCC2)cc(OC)c1OC | i | i | i | i | 1 | i | i | i | i | i | i
64 | O=C(NN=C1CCCC1)c1cc(Cl)cc(Cl)c1O | i | i | i | i | -2 | i | i | i | i | i | i
65 | CC1CCc2sc(C(=O)NCc3ccc(F)cc3)cc2C1 (centres undefined) | i | i | i | i | -5 | i | i | i | i | i | i
66 | CCCNc1nc2ccccc2c(=O)[nH]1 | i | i | i | i | -10 | i | i | i | i | i | i
67 | Cc1cccc(C)c1NC(=O)c1cc(-c2ccccn2)nc2ccccc12 | i | i | i | i | -16 | i | i | i | i | i | i
68 | CCN1CCN(C(CNC(=O)c2ccc3c(c2)OCO3)c2cccnc2)CC1 (centres undefined) | i | i | i | i | -8 | i | i | i | i | i | i
69 | O=C(N=C1SC2CS(=O)(=O)CC2N1c1ccc(Br)cc1)C1CCCO1 (centres undefined) | i | i | i | i | -5 | i | i | i | i | i | i
